Assay outcomes from PubChem.
Anthrax LF inh2: Bacillus anthracis LF protease inhibitors, primary screen, biochemical, multiplex microsphere, MLPCN library | Lethal factor (Bacillus anthracis), P15917 | multiplex microsphere protease cleavage assay | inhibition, % at 10 µM | 0.12% of 360,000 active | AID 588501, 2011; in the data active = inhibition above about 30%; note: plate controls were buffer without enzyme for full effect and enzyme alone for no effect
MazEF act: activators of E. coli MazEF toxin-antitoxin RNase, primary screen, biochemical, fluorescence, uHTS | Endoribonuclease toxin MazF (Escherichia coli (strain K12)), P0AE70 | FAM/BHQ RNA-DNA oligo cleavage fluorescence, 5 h | activation, % at 20 µM | 0.32% of 350,000 active | AID 504720, 2011; in the data active = activation above about 50%
Target sequence (P0AE70 whole entry, looked up): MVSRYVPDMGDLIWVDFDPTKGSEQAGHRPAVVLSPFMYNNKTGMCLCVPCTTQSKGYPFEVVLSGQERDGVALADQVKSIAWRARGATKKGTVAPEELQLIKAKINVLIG
DUSP3 inh: VHR1 phosphatase inhibitors, primary screen, biochemical, absorbance, uHTS; inhibition, % at 13.3 µM; AID 1654, 2009; recombinant VHR phosphatase, pNPP absorbance; Dual specificity protein phosphatase 3 (Homo sapiens), P51452; 0.52% of 290,000 active; in the data active = inhibition above about 50%; note: some compounds called inactive have numbers as strong as hits
Target sequence (P51452 whole entry, looked up): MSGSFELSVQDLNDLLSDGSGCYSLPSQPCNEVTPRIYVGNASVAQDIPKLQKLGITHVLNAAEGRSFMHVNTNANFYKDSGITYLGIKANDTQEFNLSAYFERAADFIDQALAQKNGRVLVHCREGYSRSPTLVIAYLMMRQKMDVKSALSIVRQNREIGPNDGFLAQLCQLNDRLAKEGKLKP
SSB-PriA inh: inhibitors of Klebsiella pneumoniae PriA binding to SSB C-terminal tail, primary screen, biochemical, AlphaScreen. 0.6% of 430,000 active. AlphaScreen SSBct-PriA binding, biotinylated peptide. PriA–SSB C-terminal tail interaction (Klebsiella pneumoniae). inhibition, % at 33 µM; in the data active = inhibition mostly above about 37%, no sharp cut-off; inactive = mostly below about 20%;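 note: plate controls were negative control peptide for no effect and reference peptide for full effect; strong numbers were not always called active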
PfHsp40 rescue: rescue of yeast from PfHsp40 toxicity, primary screen, S. cerevisiae, ATP luminescence; S. cerevisiae expressing PfHsp40, growth rescue; growth rescue, % at 12.5 µM; 0.68% of 340,000 active; AID 504582, 2011; in the data active = growth rescue above about 28%, passing the limit was not always enough;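 note: yeast W303a lacking pdr1 and pdr3 grown in galactose medium; growth measured after three days at 30 °C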
Rv3671c inh: Rv3671c serine protease inhibitors, primary screen, biochemical, fluorescence polarization, M. tuberculosis H37Rv; P9WHR9; inhibition, % at 5.96 µM; 0.048% of 320,000 active; in the data active = inhibition above about 38%;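 note: extracellular domain of Rv3671c used as enzyme; 0% = enzyme with DMSO and 100% = no enzyme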
Target sequence (P9WHR9 whole entry, looked up, the tested form may be a part): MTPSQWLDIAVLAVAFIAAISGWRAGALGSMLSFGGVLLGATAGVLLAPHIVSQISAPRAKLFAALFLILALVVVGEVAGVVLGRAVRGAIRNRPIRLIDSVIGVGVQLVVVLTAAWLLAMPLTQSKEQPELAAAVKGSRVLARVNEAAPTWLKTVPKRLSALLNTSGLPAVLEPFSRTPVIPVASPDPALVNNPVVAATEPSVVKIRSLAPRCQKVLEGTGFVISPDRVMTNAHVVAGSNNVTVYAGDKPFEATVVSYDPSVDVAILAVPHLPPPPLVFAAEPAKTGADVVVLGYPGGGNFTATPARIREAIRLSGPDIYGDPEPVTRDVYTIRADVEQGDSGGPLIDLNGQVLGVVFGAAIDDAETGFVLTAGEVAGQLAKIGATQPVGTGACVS
Yp Topo-I inh: Yersinia pestis topoisomerase I inhibitors, primary screen, biochemical, cleavage product accumulation, plate reader, single point; DNA topoisomerase I (Yersinia pestis CO92); AID 504884, 2011; 0.064% of 360,000 active; activity, % at 10 µM; Y. pestis Topo-I cleavage product accumulation; in the data active = activity above about 50%, passing the limit was not always enough; note: inactives centre near 2
TcdB inh: TcdB glycohydrolase inhibitors, primary screen, biochemical, single point, plate reader | inhibition, % at 9.99 µM | AID 652162, 2013 | 0.24% of 350,000 active | Toxin B (Clostridioides difficile), P18177 | TcdB glycohydrolase enzymatic assay; in the data active = inhibition above about 10%
Vc quorum ag: inducers of Vibrio cholerae quorum light production without autoinducers, primary screen, BH1578 luxS cqsA deficient, single point | V. cholerae BH1578 lux reporter, luminescence, 6 h | activation, % at 18.7 µM | 0.16% of 350,000 active | AID 588436, 2011; in the data active = activation mostly above about 9.7%, no sharp cut-off; note: not every result past the cut was called active; inactives centre near 0; reference of the scale not given here
3CLpro inhibitor: SARS-CoV 3CLpro protease inhibitors, primary screen, biochemical, quenched FRET; recombinant SARS-CoV 3CLpro, quenched FRET peptide cleavage; 0.14% of 290,000 active; Replicase polyprotein 1ab (Severe acute respiratory syndrome coronavirus), P0C6X7; inhibition, % at 6 µM; in the data active = inhibition above about 12%
* = called active by the depositor; i = inactive; . = not tested or not shown; & = joins results of further samples.

entry	compound	Anthrax LF inh2	MazEF act	DUSP3 inh	SSB-PriA inh	PfHsp40 rescue	Rv3671c inh	Yp Topo-I inh	TcdB inh	Vc quorum ag	3CLpro inhibitor
1	CN(C(=S)Nc1ccccc1)c1ccccc1	1	4	-8	-4	-1.3	11	-6	.	i	-1
2	COc1cc(NC(=O)CSc2nc3ccccc3cc2C)c(C(=O)O)cc1OC	-3	-1	-2	-12	-0.8	3	3	.	-0.3	3
3	CCOc1ccccc1NC(=O)C1CCN(C(=O)Cc2ccccc2)CC1	-2	-20	35	4	-0.8	2	1	-0.5	-0.2	-1
4	O=C(O)c1ccccc1C(=O)NCc1ccc(F)cc1	0	6	0	-17	-0.2	-8	17	.	-0.3	3
5	CC12CCC(C(=O)N(Cc3ccccc3)Cc3ccccc3)(OC1=O)C2(C)C (stereo unspecified)	-8	4	30	-33	0.7	-1	31	.	-0.5	1
6	C=C1CC2C=C(NC(C)=O)CC(C1)C2 (stereo unspecified)	-3	5	9	3	0.7	-3	4	1.4	0.6	-2
7	Cc1cccnc1NS(=O)(=O)c1ccccc1	-2	2	.	.	.	.	2	-0.2	i	.
8	CCN(CC)C(=O)CSc1nc2c(sc(=S)n2-c2ccccc2)c(=O)n1-c1ccc(OC)cc1OC	-7	0	14	-6	-0.3	-2	15	1.6	0.6	7
9	CC1CC(O)C(C)CN1 (stereo unspecified)	1	-6	-2	-10	-0.6	.	-1	2.5	i	1
10	C=CCc1cccc2cc(C(=O)NC3CCCC3)c(=O)oc12	1	-3	20	-13	-0.3	7	24	0.6	-0.3	2
11	CCOC(=O)NC(=O)c1cn(Nc2ccccc2)c(=O)[nH]c1=O	1	-1	27	-13	-0.9	-1	-7	-1.2	-0.5	6
12	C=CCN1CC(C(=O)N2CCC(Cc3ccc(Cl)cc3)(C(=O)OCC)CC2)CC1=O (stereo unspecified)	3	8	9	4	0.3	2	8	2.6	-0.4	0
13	O=C(Cn1c(=O)n(CCc2c[nH]c3ccccc23)c(=O)c2cccnc21)Nc1ccccc1F	-10	-1	-7	0	-0.6	-10	1	0.2	-0.2	0
14	O=C(Nc1ccccc1)Nc1cc(Cl)cc(Cl)c1	-4	9	19	-24	1.9	-164	-7	.	i	8
15	Cc1ccc([C@H]2C[C@@H](n3cc(C4CC4)nn3)[C@H](O)CN2CC2CCCCC2)cc1	6	8	.	.	.	.	-10	-2.6	-0.4	.
16	O=C(CSc1ncn[nH]1)Nc1nc(-c2cccc([N+](=O)[O-])c2)cs1	-3	5	27	11	-0.2	-14	-6	1.3	i	-7
17	COc1ccccc1C(=O)NC(C)C(c1cccs1)N1CCOCC1 (stereo unspecified)	0	4	-5	-5	-1.9	1	9	2.7	-1.6	4
18	COCc1cc(C)nc(SCC(=O)NCc2ccco2)c1C#N	-4	5	13	5	0.7	5	-3	.	-0.2	-1
19	Cc1nnc(SCc2ccccc2)n(N)c1=O	-6	-1	7	-1	-1.1	3	-9	.	i	4
20	CC(=O)/C(=C/c1ccc(N(C)C)cc1)C(=O)c1ccccc1	0	1	-1	-1	-1.7	-10	6	.	3.4	0
21	CC1(C)CC(=O)C(C=NCC2CCCO2)=C(O)C1 (stereo unspecified)	-2	-1	-4	-7	-1.0	-5	0	.	i	-4
22	Cc1ccc([N+](=O)[O-])cc1NC(=O)c1ccoc1C	-2	1	-1	-1	-0.3	1	2	.	0.6	-1
23	O=C(COc1ccccc1Br)c1ccc(O)cc1O	-1	-6	19	2	3.5	-5	-3	-1.0	-1.7	4
24	CC(C)(Oc1ccc(Cl)cc1)C(=O)Nc1ccc2oc(=O)ccc2c1	0	5	34	-2	-0.1	-12	34	0.4	i	10
25	CC(C)C[C@H]1CNC(=S)N1CC1CCCN1C[C@H](CC(C)C)N1C[C@H](Cc2ccc(O)cc2)N(CC2CCCCC2)C1=S (stereo partly specified)	-5	-4	.	-4	-0.5	.	11	0.1	i	.

Going on with the list:
entry	compound	Anthrax LF inh2	MazEF act	DUSP3 inh	SSB-PriA inh	PfHsp40 rescue	Rv3671c inh	Yp Topo-I inh	TcdB inh	Vc quorum ag	3CLpro inhibitor
26	CCCNc1ncccc1C(N)=O	-1	1	21	-7	1.5	-6	5	.	i	1
27	CC(C)CCSc1cc(NCCO)c([N+](=O)[O-])c2nonc12	-6	0	6	-4	-0.7	6	21	0.7	i	2
28	CCOC(=O)c1ccc(CNC(=O)c2cc(COc3ccccc3SC)on2)o1	1	-12	-8	-4	2.8	-1	21	2.0	i	3
29	COc1cc2c(cc1OC)C(c1ccccc1)N(C(=O)c1cccc(S(C)(=O)=O)c1)CC2 (stereo unspecified)	5	-19	-7	4	-0.5	3	20	-0.2	0.0	-4
30	CC(=O)c1cccc(NS(=O)(=O)c2cc(-c3cnc(C4CC4)o3)ccc2C)c1	.	4	17	-7	-0.8	-26	19	0.9	-0.2	-1
31	COc1ccc(CNC(=O)COC(=O)C2CC2C)cc1OC (stereo unspecified)	-2	8	.	-8	0.1	-4	-11	-1.0	-0.6	.
32	O=C(/C=C/Nc1ccccc1)c1ccccc1	3	-2	4	-8	0.6	3	9	.	.	-4
33	O=C(Nc1nnc(SCC(=O)N2CCOCC2)s1)C1CC(=O)N(c2ccccc2)C1 (stereo unspecified)	10	-18	26	-3	-1.0	-12	7	1.2	-6.2	1
34	CC1CC(C)CN(c2nc3c(c(=O)n(C)c(=O)n3C)n2CCSc2ncccn2)C1 (stereo unspecified)	-2	-5	-4	7	-0.4	-10	16	-0.1	i	-4
35	CCOc1cc(NC(=O)C2CCCO2)c(OCC)cc1NC(=O)C1CC1 (stereo unspecified)	-14	4	-1	1	-1.1	-5	0	.	-0.3	1
36	CN(CCc1ccccc1)C(=O)CC1C(=O)NCCN1Cc1ccccn1 (stereo unspecified)	-7	-53	.	.	.	.	15	-0.1	-5.3	.
37	Cc1ccc(NC(=O)C2CC(=O)N(C(C)c3ccccc3)C2)cc1 (stereo unspecified)	-11	-1	.	4	0.4	-5	4	-0.8	-0.9	.
38	O=C(COc1cccc(F)c1)Nc1nc(-c2cccnc2)cs1	-2	10	.	1	9.2	-13	-6	-0.1	i	.
39	Cc1ccc(S(=O)(=O)Nc2ccc(C(OC(=O)c3ccccc3[N+](=O)[O-])(C(F)(F)F)C(F)(F)F)cc2)cc1	-5	6	-1	-2	0.8	-6	1	.	-0.1	1
40	c1ccc2c(Nc3nc(N4CCOCC4)c4ccccc4n3)cccc2c1	-3	-2	-3	-12	0.1	-5	7	0.1	-0.2	-1
41	CCN(CC)c1ccc(C=Nc2cc(C)cc(C)c2)c(O)c1	24	-2	-2	7	-0.6	-4	-1	-0.2	-0.3	8
42	Cc1ccc(N2C(=O)c3ccccc3C2Nc2ccccc2)nc1 (stereo unspecified)	-7	5	19	1	0.0	-8	9	-0.5	i	2
43	COc1ccc(CNC(=O)CN(C2CCCCC2)S(C)(=O)=O)cc1	0	0	-10	-14	-0.5	-7	-11	.	i	-3
44	Cc1nn(-c2ccccc2)c(Cl)c1/C=N/NC(=O)c1ccnn1C	-2	5	7	.	-0.2	1	7	9.0	i	-2
45	Cc1cccc(-n2c(CCc3ccccc3)nnc2SCC(=O)c2ccccc2)c1	0	-2	4	-5	3.0	-2	29	.	-1.7	4
46	O=C(O)CCCC(=O)Nc1ccccc1Br	-4	8	13	-4	0.9	-11	5	.	-0.5	2
47	CC(=O)N1CCOc2ccc(S(=O)(=O)N3CCC(C(=O)Nc4cc(C)ccc4C)CC3)cc21	1	3	1	-14	-0.8	-3	11	0.6	-0.3	-1
48	Cc1cccc(CN2CCN(c3nc4nonc4nc3NC3CC3)CC2=O)c1	-3	5	31	14	-1.3	5	8	-0.5	-2.0	-1
49	CCOC(=O)Nc1cccc(Cl)c1C	1	2	14	-22	0.9	2	0	.	0.3	1
50	CCn1c(SCC(=O)Nc2cc(OC)ccc2OC)nnc1C1CCCCC1	0	-7	-12	0	0.9	-3	7	.	i	2
51	Cc1c(C(=O)NCc2ccco2)cccc1[N+](=O)[O-]	-1	13	21	3&-4	-0.5	12	-2	.	3.3	-1
52	Cc1ccc(CNC(=O)C2CCN(S(=O)(=O)c3cccs3)CC2)cc1	-1	0	5	-15	1.1	4	6	1.5	-0.2	8
53	COc1ccc(C2(CNC(=O)c3ccc(OC)c([N+](=O)[O-])c3)CCOCC2)cc1OC	0	-8	13	-10	0.6	-1	-2	.	i	6

13 entries from above, with two lines to a compound:
Every second line gives: Anthrax LF inh2	MazEF act	DUSP3 inh	SSB-PriA inh	PfHsp40 rescue	Rv3671c inh	Yp Topo-I inh	TcdB inh	Vc quorum ag	3CLpro inhibitor
26	CCCNc1ncccc1C(N)=O
 : -1	1	21	-7	1.5	-6	5	.	i	1
27	CC(C)CCSc1cc(NCCO)c([N+](=O)[O-])c2nonc12
 : -6	0	6	-4	-0.7	6	21	0.7	i	2
28	CCOC(=O)c1ccc(CNC(=O)c2cc(COc3ccccc3SC)on2)o1
 : 1	-12	-8	-4	2.8	-1	21	2.0	i	3
29	COc1cc2c(cc1OC)C(c1ccccc1)N(C(=O)c1cccc(S(C)(=O)=O)c1)CC2 (stereo unspecified)
 : 5	-19	-7	4	-0.5	3	20	-0.2	0.0	-4
30	CC(=O)c1cccc(NS(=O)(=O)c2cc(-c3cnc(C4CC4)o3)ccc2C)c1
 : .	4	17	-7	-0.8	-26	19	0.9	-0.2	-1
31	COc1ccc(CNC(=O)COC(=O)C2CC2C)cc1OC (stereo unspecified)
 : -2	8	.	-8	0.1	-4	-11	-1.0	-0.6	.
32	O=C(/C=C/Nc1ccccc1)c1ccccc1
 : 3	-2	4	-8	0.6	3	9	.	.	-4
33	O=C(Nc1nnc(SCC(=O)N2CCOCC2)s1)C1CC(=O)N(c2ccccc2)C1 (stereo unspecified)
 : 10	-18	26	-3	-1.0	-12	7	1.2	-6.2	1
34	CC1CC(C)CN(c2nc3c(c(=O)n(C)c(=O)n3C)n2CCSc2ncccn2)C1 (stereo unspecified)
 : -2	-5	-4	7	-0.4	-10	16	-0.1	i	-4
35	CCOc1cc(NC(=O)C2CCCO2)c(OCC)cc1NC(=O)C1CC1 (stereo unspecified)
 : -14	4	-1	1	-1.1	-5	0	.	-0.3	1
36	CN(CCc1ccccc1)C(=O)CC1C(=O)NCCN1Cc1ccccn1 (stereo unspecified)
 : -7	-53	.	.	.	.	15	-0.1	-5.3	.
37	Cc1ccc(NC(=O)C2CC(=O)N(C(C)c3ccccc3)C2)cc1 (stereo unspecified)
 : -11	-1	.	4	0.4	-5	4	-0.8	-0.9	.
38	O=C(COc1cccc(F)c1)Nc1nc(-c2cccnc2)cs1
 : -2	10	.	1	9.2	-13	-6	-0.1	i	.

Not all compounds are listed; count on the stated rates, not on these rows.
